# T cell modulator = modulators of CD8 T cell-vesicle binding, primary screen, mouse 2C CD8+ T cells, flow cytometry; calls only at 7 µM; 2C CD8+ T cell-vesicle binding; active compounds read low; 330,000 tested, 0.068% active; AID 2052, 2009;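 active = response, share of CD8 T cells binding vesicles, and their 90th percentile fluorescence all below set limits, cut at about 80% in these data, passing the limit was not always enough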
#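 Also added: QL9-peptide-loaded Drosophila micro-vesicles bearing Ld, ICAM-1 and B7-1; Test system: purified 2C TCR transgenic mouse naive CD8+ T cells; Measured by: cytometric PE anti-B7-1 and Alexa647 anti-CD8 signals after 1% paraformaldehyde fixation; Timing: binding step 1.5 h, 37 °C, antibody labelling 20 min, ice.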
# MT stabilizer = microtubule stabilizers in HeLa cells, primary screen, imaging, high-content imaging; HeLa tubulin immunostaining HCS, 24 h; share of cells brighter than vehicle mean+2SD; % tubulin-high responders, % at 10 µM; 200,000 tested, 0.83% active; AID 2205, 2009;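 active = plate Z-score above 3 for both tubulin-high and condensed-nucleus cell shares, with cell loss under 80%, at 10 µM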;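 note: anti alpha tubulin signal scored within the nucleus-defined area of each cell; some results filed as inactive read as strong as hits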
# Hep lipid drop = inhibitors of hepatocyte lipid droplet formation, primary screen, imaging, high-throughput imaging, BODIPY stain; AML12 mouse hepatocytes, oleate lipid droplets; inhibition, % at 6.5 µM; 240,000 tested, 0.4% active; AID 1656, 2009;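 active = lipid droplet intensity inhibited by at least 50%, with more than 500 cells counted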
#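 Technique: fluorescence imaging, 20x objective, two fields per well / Assay system: AML12 hepatocytes (mouse) / Measure: % inhibition of lipid droplet signal / Doses: 6.5 µM single-point dosing / Incubation: overnight exposure / Reagent: 100 µM oleic acid challenge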
# PMI inhibitors = inhibitors of human PMI, primary screen, biochemical, fluorescence intensity, coupled assay (AID 1209). purified PMI enzyme, coupled fluorescence intensity; higher % means a stronger effect. one-dose inhibition, % at 20 µM; IC50 in µM for titrated hits. 190,000 tested, 0.42% active;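 note: plate controls were DMSO vehicle for no effect and wells lacking substrate for full effect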
# b-catenin transl = modulators of beta-catenin nuclear translocation, primary screen, imaging, HeLa cells, immunofluorescence, high-content; nuclear translocation activity, % at 5 µM; 190,000 tested, 0.3% active; AID 1665, 2009;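 active = nuclear translocation activity above 50% at 5 µM, with a well cell count of 50 or more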;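 note: per-cell ratio of nuclear to cytoplasmic median beta-catenin stain intensity; plate controls were DMSO negative control for no effect and GSK-3 inhibitor IX positive control for full effect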
#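 System: Human HeLa cells, endogenous beta-catenin | Compound dosing: 5 µM primary, 0.02–20 µM confirmation | Timing: 24 h compound exposure at 37°C, 5% CO2 | Measured by: Fluorescence imaging of beta-catenin antibody stain plus DAPI | Read-out basis: % activation of per-cell nuclear versus cytoplasmic median beta-catenin signal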
# PMI inhibition = human PMI inhibitors, high substrate, primary screen, biochemical, fluorescence intensity, high mannose 6-phosphate (AID 1220) | Mannose-6-phosphate isomerase (Homo sapiens) | recombinant PMI enzyme, coupled fluorescence intensity; higher % means a stronger effect | inhibition, % at 20 µM; hits with a dose series show IC50 in µM | 190,000 tested, 0.66% active
# TNAP activators = human TNAP enzyme activators, primary screen, biochemical, luminescent, no phosphate acceptor, uHTS (AID 1001); purified TNAP, luminescent activation assay, no phosphate acceptor; higher activation fold means a stronger effect; Alkaline phosphatase, tissue-nonspecific isozyme (Homo sapiens); 200,000 tested, 0.03% active; activation fold at 20 µM; hits with a dose series show EC50 in µM; in the data active = activation fold from about 3, or a potency from the dose series; inactive = the rest, 99 in 100 with activation fold below about 1.6; note: many of its hits are not listed in these tables
# Ins promoter up = insulin promoter activators in MIN6 cells, imaging, high-content screening, mouse beta cells. MIN6 insulin promoter-GFP reporter; active compounds read high. z-score at 5 µM. 190,000 tested, 0.3% active;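 active = z-score above 3 at 5 µM with at least 500 cells counted in the well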
# Autophagy HCS = autophagy modulators in MEF cells, primary screen, imaging, high-content, MEF GFP-LC3; MEF GFP-LC3 puncta imaging; test concentration mostly 10 µM; 190,000 tested, 0.98% active; calls only at 10 µM (by protocol);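 active = percentage of spot-positive cells more than 3 SD above its plate mean, without a fluorescence outlier flag or 80% toxicity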;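 note: spot-positive cell cutoff set from DMSO-treated cells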
# Ins promoter up cell count = further read-out of Ins promoter up, marked with its call; cell count; measured here: cytotoxicity, nuclei count;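 total cells summed across four imaged fields per well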
# Hep lipid drop cells 6.5 µM = also measured in Hep lipid drop; calls as there; cell count; measured here: cell count, cytotoxicity flag;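 cells counted across two imaged fields per well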
# b-catenin transl cell count 5 µM = recorded beside b-catenin transl, whose call it bears; cell count; measured here: cell count, cytotoxicity flag
# T cell modulator vesicle-bound % = further read-out of T cell modulator, marked with its call; double positive events, %; measured here: CD8+ vesicle-bound cell fraction;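 binding gate set so that unloaded-vesicle control wells show 10% double positive cells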
# MT stabilizer Hoechst-high % = recorded beside MT stabilizer, whose call it bears; % Hoechst-high responders; measured here: nuclear condensation Hoechst responders;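 share of cells brighter than vehicle mean plus two SD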
# MT stabilizer cytotoxicity % = further read-out of MT stabilizer, marked with its call; toxicity, %; measured here: cytotoxicity by cell density;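 0% = mean cell density of plate MIN control wells and 100% = no cells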
# Autophagy HCS cell loss 18 h = further read-out of Autophagy HCS, marked with its call; toxicity, %; measured here: cell loss, nuclei count;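 cell loss after 18 h compound exposure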
# The depositor's hits bear a star; i = inactive; · = not tested or not shown. Cut-off read from the data, not from the text of the source, unless noted: active = inhibition above about 50%; inactive = the rest.
SMILES,T cell modulator,T cell modulator vesicle-bound %,MT stabilizer,MT stabilizer Hoechst-high %,MT stabilizer cytotoxicity %,Hep lipid drop,Hep lipid drop cells 6.5 µM,PMI inhibitors,b-catenin transl,b-catenin transl cell count 5 µM,PMI inhibition,TNAP activators,Ins promoter up,Ins promoter up cell count,Autophagy HCS,Autophagy HCS cell loss 18 h
COCCn1c(N/N=C(C)/C=C/c2ccccc2)nc2c1c(=O)[nH]c(=O)n2C,i,41,3.3,3.3,3.6,-2,652,-7%,0.7,1086,-6%,·,-0.55,1361,i,-2
CCOC(=O)C1(Cc2cccc(OC)c2)CCN(C2CCOCC2)CC1,i,43,2.4,3.9,4.0,4,662,·,-0.5,1592,·,1.1,-0.07,1540,i,18
C#CCNC(=O)C1=C[C@H](c2coc3ccccc3c2=O)C[C@H](OCc2ccc(CO)cc2)O1,i,34,4.4,1.2,5.8,-4,692,-6%,0.5,1137,-10%,1.1,-0.49,1398,i,-18
CC1=Nn2c(nnc2-c2ccccc2Cl)SC1,i,35,4.5,1.9,18,·,·,-13%,-8.2,939,-6%,1.1,-0.43,1572,i,5
Cn1c(O)c(N=NC(=N)N)c2ccccc21,i,34,·,·,·,7,756,·,2.6,1286,·,·,0.85,1458,·,·
CCOC(=O)NCc1ccc(S(=O)(=O)Nc2c(C)cccc2C)cc1,i,56,1.3,0.8,9.1,6,782,3%,-4.4,1236,-2%,1.1,-0.57,951,i,-2
COc1ccccc1NC(=O)N(Cc1ccco1)Cc1cc2ccc(C)c(C)c2[nH]c1=O,i,46,57,34,86,·,·,10%,122*,480*,14%,1.1,-2,942,i,22
COc1ccc(C(C(=O)OCCN(C)C)c2ccccc2)cc1 (stereo not given),i,31,1.7,2.6,8.5,·,·,-7%,-5.9,854,-8%,1.1,-0.01,1675,i,33
CCOC(=O)CNC(=O)C(Cc1ccccc1)NC(=O)OCc1ccccc1 (stereo not given),i,10,2.2,1.3,4.7,20,690,-6%,-2.1,1127,-12%,1.2,-0.21,1259,i,16
COc1ccc(-n2c(=O)c3ccccc3n(CC(=O)NC3CCCCC3)c2=O)cc1OC,i,46,3.5,3.0,4.5,-5,693,-1%,0.1,1140,9%,·,·,·,i,0
CCOC(=O)c1cnn(C(=O)c2ccccc2)c1N,·,·,3.0,2.7,0.7,-11,601,14%,-0.4,939,13%,1.1,0.47,1320,i,4
CC1=C(C(=O)OCc2ccccc2)C(c2ccoc2)C(C#N)=C(N)O1 (stereo not given),i,26,1.7,0.3,15,-5,733,7%,·,·,-2%,1.1,1.8,1382,i,0
O=C(Oc1ccc(OC(=O)N2CCOCC2)cc1)c1ccccc1,i,45,4.6,2.6,5.3,1,732,17%,-0.4,1033,13%,1.1,0.53,1174,i,-10
COc1cc(C(=O)NCC2(N3CCCCC3)CCCCC2)ccc1OCC(=O)N1CCOCC1,i,27,·,·,·,-2,762,·,0.8,1325,·,·,-0.44,1039,·,·
Cc1cccnc1N(C(=O)Nc1ccccc1)C1=NCC(C)(C)S1,i,34,1.8,0.9,11,·,·,-2%,-3.4,975,-1%,1.2,-0.2,1212,i,27
Nc1nc(SCC(=O)c2ccc([N+](=O)[O-])cc2)n[nH]1,i,59,2.8,1.4,9.1,18,684,49%,0.0,906,17%,1.4,·,·,i,20
Cn1c(SCC(=O)Nc2ccccc2F)nnc1-c1ccc(S(=O)(=O)N2CCOCC2)cc1,i,30,4.0,2.7,6.4,·,·,1%,0.4,1138,-4%,1.1,-0.24,1090,i,-24
Cn1cc(Br)cc2nc(C(F)(F)F)nc1-2,i,27,2.3,2.3,4.8,13,754,8%,·,·,6%,1.1,-0.05,1227,i,-2
CCn1c(CNc2ccc(F)cc2)nnc1SCC(=O)Nc1ccccc1OC,i,38,3.6,2.0,3.5,-16,731,-2%,1.4,559,4%,1,-0.14,1244,i,-4
O=C(c1ccc(CS(=O)(=O)c2cccc(C(F)(F)F)c2)o1)N1CCN(c2ccccn2)CC1,i,25,1.8,1.1,6.5,·,·,-3%,-4.7,989,0%,1.1,-0.28,1392,i,-1
Cc1ccc(-c2nc(N/N=C/c3ccncc3)c3ccccc3n2)cc1,i,57,0.9,1.1,18,-2,776,-4%,·,·,-4%,1,0.48,848,i,-6
COc1ccc(NC(=S)NCCc2c[nH]c3ccc(OC)cc23)c(OC)c1,i,32,3.1,1.4,9.0,·,·,12%,-0.3,1462,2%,1.1,0.32,1622,i,-26
Cc1nc(/C(N)=N/OC(=O)c2ccccc2Cl)c(C(F)(F)F)o1,i,39,·,·,·,-4,711,·,-1.6,1129,·,·,0.22,1413,·,·
O=c1[nH]c(=O)n(Cc2ccccc2)c2nc(-c3cccs3)n(CCO)c12,i,30,·,·,·,1,676,·,-2.9,1106,·,·,0.06,1386,·,·
O=c1[nH]c(O)c(/C=C2\C=Nc3ccccc32)[nH]1,i,22,·,·,·,0,748,·,-0.2,1101,·,·,-0.04,1433,·,·

# (further entries)
SMILES,T cell modulator,T cell modulator vesicle-bound %,MT stabilizer,MT stabilizer Hoechst-high %,MT stabilizer cytotoxicity %,Hep lipid drop,Hep lipid drop cells 6.5 µM,PMI inhibitors,b-catenin transl,b-catenin transl cell count 5 µM,PMI inhibition,TNAP activators,Ins promoter up,Ins promoter up cell count,Autophagy HCS,Autophagy HCS cell loss 18 h
CC(C)(C)C1CCc2c(sc(NC(=O)c3cc(C4CC4)on3)c2C#N)C1 (stereo not given),i,42,2.4,3.0,5.9,·,·,7%,0.3,1156,7%,1.1,-0.41,1056,·,·
N=C1C(c2nc3ccccc3s2)=C(O)CN1C1CCCCC1,i,56,·,·,·,0,712,·,-0.4,1584,·,1,·,·,i,6
CCOC(=O)C1CCCN(Cc2ccccc2OCC)C1 (stereo not given),i,11,1.0,2.2,5.8,-7,722,14%,-3.0,1194,3%,1.1,-0.01,1292,i,5
Cn1c(CC(=O)Nc2ccccc2)nnc1SCCOc1ccccc1,i,63,2.4,1.8,5.6,8,773,8%,-3.0,1220,3%,1,-0.18,1139,i,-2
CCS(=O)(=O)N1CCC(C(=O)NCCCN2CCCCCC2)CC1,i,34,3.1,4.4,5.0,14,625,8%,1.8,1013,11%,1.2,-0.2,1965,i,1
COc1cc(C#CC#CCN2CCCCC2)ccc1O,i,11,2.9,3.2,12,·,·,2%,-3.6,872,10%,1.1,·,·,i,-6
CN1OC(CC(=O)O)N(c2ccc(Cl)cc2)C1=O (stereo not given),i,38,1.5,0.7,7.5,5,780,1%,-1.9,1145,-7%,1.1,-0.01,1032,i,-13
Cc1ccc2c3c1C(=O)C(=O)N3C(C)(C)CC2C (stereo not given),i,24,1.9,1.3,7.7,·,·,2%,2.0,1372,2%,1,0.42,1364,i,-27
O=C(Cc1c(F)cccc1Cl)N(Cc1ccccc1)c1ccccn1,i,55,4.1,2.5,5.8,5,682,0%,-4.6,1111,3%,1.2,0.9,1573,i,13
Cc1nnnn1/C(=C\c1ccccc1)C(=O)OCC(=O)NC(C)(C)C,i,46,3.0,2.9,12,28,638,-2%,-1.1,1162,-9%,1,0.67,1401,i,8
CCOC(=O)N1CCN(C(=O)COc2ccc3c(c2)C(=O)CC2(CCN(C(C)=O)CC2)O3)CC1,i,3,1.6,4.7,8.3,-2,656,4%,-1.1,1104,4%,1.1,-0.54,1802,i,6
CCn1c2ccccc2c2cc(NC(=O)CSc3nnc(-c4cccc(F)c4)o3)ccc21,i,37,18,3.8,23,0,751,12%,0.4,1014,5%,1.1,-0.21,936,i,-3
Cc1ccc(C(=O)Nc2ccc(C(=O)N/N=C/c3ccncc3)cc2)cc1,i,62,3.0,2.7,5.8,27,684,-30%,-1.2,1111,-18%,1.1,0.14,1098,i,-10
CCCn1nnc(NC(=O)c2cccc(OCC(C)C)c2)n1,i,47,2.4,0.8,2.9,·,·,6%,-2.7,906,14%,1.1,0.46,1250,i,15
CCN(CC)c1ccc2cc(C(=O)Nc3ccccn3)c(=O)oc2c1,i,43,2.6,1.9,9.8,9,692,14%,-0.9,994,9%,1.4,·,·,i,2
CCc1nc(SCc2cccnc2)c(C#N)cc1C,i,10,4.7,1.8,2.3,-36,603,10%,·,·,-2%,1.1,0.15,1303,i,-3

# 5 of the compounds above, as tab-separated lines:
compound	T cell modulator	T cell modulator vesicle-bound %	MT stabilizer	MT stabilizer Hoechst-high %	MT stabilizer cytotoxicity %	Hep lipid drop	Hep lipid drop cells 6.5 µM	PMI inhibitors	b-catenin transl	b-catenin transl cell count 5 µM	PMI inhibition	TNAP activators	Ins promoter up	Ins promoter up cell count	Autophagy HCS	Autophagy HCS cell loss 18 h
CCOC(=O)C1CCCN(Cc2ccccc2OCC)C1 (stereo not given)	i	11	1.0	2.2	5.8	-7	722	14%	-3.0	1194	3%	1.1	-0.01	1292	i	5
Cn1c(CC(=O)Nc2ccccc2)nnc1SCCOc1ccccc1	i	63	2.4	1.8	5.6	8	773	8%	-3.0	1220	3%	1	-0.18	1139	i	-2
CCS(=O)(=O)N1CCC(C(=O)NCCCN2CCCCCC2)CC1	i	34	3.1	4.4	5.0	14	625	8%	1.8	1013	11%	1.2	-0.2	1965	i	1
COc1cc(C#CC#CCN2CCCCC2)ccc1O	i	11	2.9	3.2	12	·	·	2%	-3.6	872	10%	1.1	·	·	i	-6
CN1OC(CC(=O)O)N(c2ccc(Cl)cc2)C1=O (stereo not given)	i	38	1.5	0.7	7.5	5	780	1%	-1.9	1145	-7%	1.1	-0.01	1032	i	-13
